hERG WT inh: qHTS for Inhibitors of KCHN2 3.1: Wildtype qHTS. Voltage-gated inwardly rectifying potassium channel KCNH2 (Homo sapiens), Q12809. U2OS, BacMam KCNH2, thallium flux FluxOr; stronger effect = lower value. activity change, % at 1.84 µM. actives 0.37% (n = 340,000). AID 720551, 2013;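 active means maximum activity change below -70%; inconclusive means maximum activity change between -70% and -50%; inactive means maximum activity change above -50%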
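U2OS cells transduced with wild-type KCNH2 virus are loaded with FluxOr dye for 45 min, and thallium flux is measured in kinetic reads before and after stimulation buffer. Rate constants are normalized to DMSO controls.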
B2AR arrestin: qHTS assay of beta-arrestin-biased ligands of beta2-adrenergic receptor | beta-arrestin recruitment to beta2AR, cell-based reporter | Beta-2 adrenergic receptor (Homo sapiens), P07550 | actives 0.02% (n = 330,000) | Potency, µM (top dose mostly 46.1 µM), for the others: at the top dose activation, actives largely listed as activators;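 further: potency means the concentration at half of the fitted maximal effect; 0% = DMSO controls and full agonism = EC100 isoproterenol or metaproterenol; nearly all actives have a fitted effect of over 65% in size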
Eya2 inh: qHTS Assay for Inhibitors of the Phosphatase Activity of Eya2; actives 0.006% (n = 330,000); Potency, µM (highest dose often 76.9 µM), without a hit: top-dose activity, negative = inhibition, usual class: inhibitors; recombinant Eya2, OMFP fluorescence dephosphorylation (OMFP is methylfluorescein phosphate); further: potency means the concentration at half of the fitted maximal effect
Target sequence (O00167 whole entry, looked up): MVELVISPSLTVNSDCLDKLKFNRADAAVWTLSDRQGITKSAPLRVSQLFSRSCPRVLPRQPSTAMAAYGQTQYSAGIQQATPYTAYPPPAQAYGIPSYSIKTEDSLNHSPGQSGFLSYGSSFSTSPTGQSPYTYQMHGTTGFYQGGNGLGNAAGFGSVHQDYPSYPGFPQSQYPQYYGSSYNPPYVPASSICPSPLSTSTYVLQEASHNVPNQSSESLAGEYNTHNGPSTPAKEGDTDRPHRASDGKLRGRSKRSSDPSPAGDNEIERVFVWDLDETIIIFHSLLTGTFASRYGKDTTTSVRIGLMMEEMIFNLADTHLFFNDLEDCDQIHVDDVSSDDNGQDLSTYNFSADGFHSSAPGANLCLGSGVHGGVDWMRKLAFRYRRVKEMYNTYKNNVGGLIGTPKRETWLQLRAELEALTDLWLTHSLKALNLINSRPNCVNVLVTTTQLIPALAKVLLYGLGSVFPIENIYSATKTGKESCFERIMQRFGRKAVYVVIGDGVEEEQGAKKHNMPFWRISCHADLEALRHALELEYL
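Eya2 protein (added as 0.2 uM solution) was preincubated with compound for 10 min at ambient temperature in 50 mM HEPES pH 7.5, 50 mM NaCl, 5 uM MgCl2, 0.05% BSA, 1 mM DTT. OMFP (added at 50 uM) then reacted 10 min; fluorescence read at 485/525 nm.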
Giardia killer: Small Molecules that selectively kill Giardia lamblia: qHTS. Giardia lamblia trophozoite viability. activity change, % at 7.66 µM, hits read low. actives 0.15% (n = 340,000). AID 540267, 2011; in the data active means activity change below about -80%; inconclusive means between about -30% and that limit;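 further: parasites exposed to compound for two days anaerobically before the ATP read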
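Viability, read as ATP luminescence: trophozoites at 100 cells/well, compound added, 48 hrs anaerobic at 37 deg C, then 15-30 min room-temperature development before reading.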
FBPA coupling cs: qHTS Assay for Inhibitors of Fructose-1,6-bisphosphate Aldolase from Giardia Lamblia: Coupling assay counterscreen | coupling enzyme system counterscreen, AmpLite Red fluorescence | actives 0.67% (n = 290,000) | activity change, negative = inhibition, % at 58.2 µM, hits read low; in the data active means activity change below about -30%
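Fluorescence at 525 nm excitation and 598 nm emission measured inhibition of the coupled detection system without aldolase. Compounds (at 57.5 uM final) were preincubated 10 min at room temperature with coupling enzyme reagent before a 20 min substrate/AmpLite Red step.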
USP2a block: qHTS Assay for Inhibitors of Ubiquitin-specific Protease USP2a Using CHOP2 as the Reporter; actives 0.01% (n = 330,000); Potency, µM (doses to about 38.3 µM), without a hit: top-dose activity change, negative = inhibition, usual class: inhibitors; USP2 core, Ub-CHOP2 coupled fluorogenic reporter, 485/531; Ubiquitin carboxyl-terminal hydrolase 2 (Homo sapiens), O75604;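 further: potency means the concentration at half of the fitted maximal effect; plate controls were DMSO wells for no effect and full inhibition by NEM control for full effect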
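Deubiquitinase activity read as fluorescence (485/531 nm) after Ub-CHOP2 cleavage activates the enterokinase reporter on its substrate; USP2 core 10nM, Ub-CHOP2 and substrate 25nM each, 30min compound preincubation then 60min RT; data normalized to NEM, curves fitted.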
GALK inh: qHTS Assay for Inhibitors of Human Galactokinase (GALK); Purified GALK, Kinase-Glo residual ATP luminescence; Potency, µM (titrated, usually from 57.5 µM), inactives show at the top dose activity change, negative = inhibition, usual class: inhibitors; actives 0.007% (n = 270,000); AID 1868, 2009; further: potency means the concentration at half of the fitted maximal effect
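5 nM enzyme, 35 uM ATP, 100 uM galactose, 20 mM HEPES pH8.0, 5 mM MgCl2; 1 h RT; residual ATP by Kinase-Glo Plus luminescence, qHTS format.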
uPA generation: qHTS for Inhibitors of Cell Surface uPA Generation | cell surface uPA generation assay, qHTS | Potency, µM (series often up to 38.3 µM), for the others: top-dose activity change, negative = inhibition, most hits filed as inhibitors | actives 0.31% (n = 330,000) | AID 540303, 2011; active means well fitted inhibition curve with a large enough effect; inconclusive means small, poorly fitted or top-dose-only effect; inactive means no such curve, though single readings can be large or run the other way; tested in mouse RAW 264.7 cells; further: potency means the concentration at half of the fitted maximal effect; nearly all actives have a fitted effect of over 55% in size
Chronic BCR inh: qHTS Assay to Find Inhibitors of Chronic Active B-Cell Receptor Signaling | ABC-DLBCL IkBa-CBG/CBR reporter, luminescence ratio, 4 h | Potency, µM (series often up to 46.1 µM), inactives show top-dose ratio change, negative = lower green/red ratio, most hits filed as inhibitors | actives 0.05% (n = 340,000) | AID 493014, 2011; active means well fitted inhibition curve with a large enough effect in the signal ratio, with a control signal flat, not every such curve was filed as active; inconclusive means small, poorly fitted or top-dose-only effect, or effect the other way, or a change in a side signal; the % refers to the signal ratio;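 further: potency means the concentration at half of the fitted maximal effect; plate controls were basal doxycycline-induced cells for no effect and cells given 10 µM MG132 for full effect; MG132 reads +100%, hits lower the ratio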
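Doxycycline induced both beetle luciferases in TMD8 lymphoma cells; IKK-driven degradation limits the IkappaBalpha-fused green signal, while red luminescence normalises for cell number and nonspecific effects. Compounds tested up to 46 uM, 4 hrs.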
PKM2 activator: qHTS Assay for Activators of Human Muscle isoform 2 Pyruvate Kinase. Pyruvate kinase PKM (Homo sapiens), P14618. purified PKM2, Kinase-Glo ATP luminescence, activation; response scale: 0% is enzyme alone, no compound. Potency, µM (titrated, usually from 57.5 µM), for inactives: top-dose activation, most hits filed as activators. actives 0.34% (n = 260,000). AID 1631, 2009; further: potency means the concentration at half of the fitted maximal effect; nearly all actives have a fitted effect of over 55% in size
Target sequence (P14618 whole entry, looked up, canonical isoform): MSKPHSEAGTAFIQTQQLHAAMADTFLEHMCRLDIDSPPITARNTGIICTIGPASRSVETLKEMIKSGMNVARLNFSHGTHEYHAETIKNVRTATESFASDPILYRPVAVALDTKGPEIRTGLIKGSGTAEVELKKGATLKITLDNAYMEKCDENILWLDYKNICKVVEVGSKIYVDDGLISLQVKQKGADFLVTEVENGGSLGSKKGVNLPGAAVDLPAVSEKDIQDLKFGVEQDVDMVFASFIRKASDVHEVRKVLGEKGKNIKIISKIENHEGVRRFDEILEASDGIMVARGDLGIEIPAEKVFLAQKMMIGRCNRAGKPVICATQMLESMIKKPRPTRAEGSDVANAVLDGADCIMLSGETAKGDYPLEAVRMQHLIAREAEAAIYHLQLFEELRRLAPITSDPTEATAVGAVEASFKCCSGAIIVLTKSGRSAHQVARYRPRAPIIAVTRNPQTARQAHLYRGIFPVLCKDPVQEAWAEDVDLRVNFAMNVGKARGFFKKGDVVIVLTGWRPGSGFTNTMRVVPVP
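Kinase-Glo luminescence reports ATP generated from ADP (0.1 mM) and PEP (0.5 mM) by purified hPK-M2 after 1 h at room temperature, pH 7.2 imidazole buffer; intermediate enzyme activity allows detecting inhibitors and activators.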
KCNH2 3.1 block: qHTS for Inhibitors of KCHN2 3.1: Mutant qHTS. Potassium voltage-gated channel subfamily H member 2, brain isoform KCNH2 3.1 (human). U2OS KCNH2 3.1, thallium flux FluxOr; stronger effect = lower value. activity change, % (tested at about 1.8 µM). actives 0.95% (n = 340,000);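 active means maximum activity change below -70%; inconclusive means maximum activity change from -70% to -50%; inactive means maximum activity change above -50%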;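 further: thallium influx rate constant from kinetic fluorescence after stimulation buffer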
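Thallium flux via FluxOr fluorescence (Red40 quencher, 45 min loading) in U2OS cells virally expressing the KCNH2 3.1 isoform (1.77 x 10^8 /mL virus, overnight at 37 C). Rate constants from 2-min kinetic reads post-stimulation, normalised to positive and negative controls.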
Active calls of the source: *; ? = inconclusive; . = not tested or not shown; [ ] = another dose, or the depositor's remark. Unless noted, the call rests on the fitted dose curve; in most records, active means well fitted curve in the direction sought with a large enough effect; inconclusive means small, poorly fitted or top-dose-only effect, or another doubt; inactive means no such curve, though single readings can be large; an effect the other way counts as inactive or inconclusive. Unless noted, on the % scale 0 is the no-effect control and ±100 the full control effect. Compounds were not picked by outcome; any-hit rate near 2.4%.

SMILES	hERG WT inh	B2AR arrestin	Eya2 inh	Giardia killer	FBPA coupling cs	USP2a block	GALK inh	uPA generation	Chronic BCR inh	PKM2 activator	KCNH2 3.1 block
CCOc1ccc2oc(C(=O)Nc3ccc(N4CCOCC4)cc3)c(C)c2c1	-1	.	.	8	0	.	0%	1%	.	0%	-8
Cc1ccc(OCC(=O)NNC(=O)CSC(=S)N2CCCC2)cc1	-7	0.3%	-6%	1	.	1%	.	5%	-7%	.	3
Cc1ccc(OCc2nnc(SCC(=O)c3cccc([N+](=O)[O-])c3)n2C)cc1	15	0.2%	-10%	-11	-1	0%	-4%	-22%	8%	-17%	-38
CC(C)c1ccc(N(CC(=O)N2CCN(Cc3ccccc3)CC2)S(C)(=O)=O)cc1	16	-0.9%	6%	8	-1	0%	-3%	-2%	-1%	1%	16
CNC(=O)CC1C(=O)N(c2ccc(Cl)cc2)C(=S)N1NC(=O)c1cccc(F)c1 (configuration not stated)	-6	-0.7%	11%	-12	1	5%	3%	8%	?	.	11
O=[N+]([O-])c1cccc(/C=N\N2CCN(c3ccc(Cl)cc3)CC2)c1	7	-0.1%	-1%	-4	-1	1%	1%	10%	10%	-2%	-22
CC(C)C(NC(=O)OCc1ccccc1)C(=O)NCc1ccc(C(=O)O)cc1 (configuration not stated)	27	-1.1%	3%	12	3	1%	-1%	3%	-4%	3%	9
CCN=C1S/C(=C\c2ccc(OC)c(OCC)c2)C(=O)N1CC	.	0.0%	1%	.	-1	1%	1%	.	1%	1%	.
O=C1C2CCCN2C(c2ccc(F)c(F)c2)N1c1cccc(Cl)c1 (configuration not stated)	-13	0.3%	13%	4	-1	1%	1%	0%	-2%	9%	15
CCOC(=O)COn1c(=O)c(-c2cc3ccccc3o2)[n+]([O-])c2ccccc21	-3	-0.1%	-1%	-19	-8	13%	-1%	1%	?	-1%	-19
CCC(=O)Nc1cccc(NC(=O)c2ccccc2Cl)c1	-2	0.3%	-2%	-14	0	3%	0%	-5%	-18%	-2%	-17
Cc1cccc(NC2=C(NC(=O)c3ccccc3)C(=O)c3ccccc3C2=O)c1	6	-0.4%	-18%	-4	-41*	0%	0%	-4%	?	29%	-18
COCCN(CCOC)S(=O)(=O)c1ccc(C(=O)NC2CCN(Cc3ccccc3)CC2)cc1	8	-0.7%	2%	6	0	0%	3%	-6%	-2%	0%	5
N#CCc1c(C#N)c(N)nc(N2CCN(S(=O)(=O)c3ccccc3F)CC2)c1C#N	2	-0.9%	12%	-2	4	2%	-1%	-6%	-1%	?	-2
O=C(NCCOc1ccccc1Cl)c1ccc2c(c1)S(=O)(=O)c1cc(Cl)ccc1C2=O	-21	0.2%	-19%	6	.	0%	.	12%	1%	.	?
O=C1[C@@H]2Cc3c([nH]c4ccccc34)C(c3ccc([N+](=O)[O-])cc3)N2C(=O)CN1C1CC1 (some centres not stated)	2	0.5%	-1%	-15	0	-1%	4%	?	?	.	4
Fc1ccc(Sc2cc(Cl)c(-c3ccccc3)nn2)cc1	-10	0.6%	2%	8	-3	0%	-2%	-5%	10%	3%	-6
Cc1cccc(N2CC(C(=O)Nc3ccc(S(=O)(=O)NCC4CCCO4)cc3)CC2=O)c1C (configuration not stated)	-4	-0.4%	-3%	33[activator]	1	3%	-1%	-2%	0%	1%	4
CC1(C)CC2CC(C)(CN2CC(O)c2ccccc2)C1 (configuration not stated)	22	-0.2%	5%	4	0	8%	0%	-3%	?	.	6
CCOc1ccccc1C(=O)N(Cc1ccco1)C1CCS(=O)(=O)C1 (configuration not stated)	4	0.0%	2%	13	0	1%	2%	0%	-3%	5%	1
CC(C)(C)CC(=O)N1CCN(Cc2ccc3c(c2)OCO3)CC1	-12	0.4%	2%	-2	1	-1%	-7%	-5%	1%	3%	-27
Cc1ccc(CNC(=O)c2cc(=O)c3ccccc3o2)cc1	4	0.0%	1%	5	-1	1%	-2%	0%	?	.	10
CN(CCO)c1ccc(/C=N/Nc2nncc3ccccc23)cc1	9	0.4%	7%	-88*	-3	4%	22%	-3%	-4%	.	23
O=C(O)C1=C[C@@H](c2ccc3c(c2)OCO3)C[C@@H](OCc2ccc(CO)cc2)O1	3	0.5%	-3%	0	10	4%	6%	21%	-2%	-5%	7
COc1cc(NC(=O)C2CCN(S(=O)(=O)c3cnc[nH]3)CC2)cc(OC)c1OC	-3	-0.2%	2%	3	3	-1%	0%	8%	0%	-4%	5
Cc1ccc(NS(=O)(=O)c2ccc3c(c2)NC(=O)C(C)C(=O)N3)c(Cl)c1 (configuration not stated)	6	-0.1%	-5%	-18	4	2%	.	3%	1%	-1%	9
Cc1ccc(S(=O)(=O)N2CCN(C(=O)N3CCOCC3)C2C(C)C)cc1 (configuration not stated)	4	-0.7%	2%	1	0	-1%	-1%	1%	6%	5%	-4
COc1cccc2sc(N3CCN(C(=O)C4COc5ccccc5O4)CC3)nc12 (configuration not stated)	10	0.3%	-6%	-6	.	-1%	.	-28%	0%	.	2
Nc1cc(C(=O)OCC(=O)Nc2ccc(N3CCOCC3)cc2)ccc1Cl	3	-0.2%	0%	-5	.	1%	.	7%	-3%	.	6
O=C1Cc2cc(S(=O)(=O)Nc3cccc(F)c3)ccc2N1	-6	0.6%	6%	-9	.	4%	.	-4%	10%	.	7
Cc1ccc[n+](C(C)C(=O)Nc2ccc(C)c(C)c2)c1 (configuration not stated)	-2	-0.7%	8%	-2	6	2%	-6%	6%	-2%	-3%[11.5 µM]	-3
COc1ccc(-c2nc3ccccc3c(=O)n2CC(C)C)cc1	-3	-0.3%	4%	17	0	-15%	0%	3%	-1%	.	4

Fetched by compound from the entries so far:
SMILES	hERG WT inh	B2AR arrestin	Eya2 inh	Giardia killer	FBPA coupling cs	USP2a block	GALK inh	uPA generation	Chronic BCR inh	PKM2 activator	KCNH2 3.1 block
O=C(O)C1=C[C@@H](c2ccc3c(c2)OCO3)C[C@@H](OCc2ccc(CO)cc2)O1	3	0.5%	-3%	0	10	4%	6%	21%	-2%	-5%	7
COc1ccc(-c2nc3ccccc3c(=O)n2CC(C)C)cc1	-3	-0.3%	4%	17	0	-15%	0%	3%	-1%	.	4

Shown with two lines to a compound: part of the list above.
Every second line gives: hERG WT inh, B2AR arrestin, Eya2 inh, Giardia killer, FBPA coupling cs, USP2a block, GALK inh, uPA generation, Chronic BCR inh, PKM2 activator, KCNH2 3.1 block
COc1cc(NC(=O)C2CCN(S(=O)(=O)c3cnc[nH]3)CC2)cc(OC)c1OC
→ -3, -0.2%, 2%, 3, 3, -1%, 0%, 8%, 0%, -4%, 5
Cc1ccc(NS(=O)(=O)c2ccc3c(c2)NC(=O)C(C)C(=O)N3)c(Cl)c1 (configuration not stated)
→ 6, -0.1%, -5%, -18, 4, 2%, ., 3%, 1%, -1%, 9
Cc1ccc(S(=O)(=O)N2CCN(C(=O)N3CCOCC3)C2C(C)C)cc1 (configuration not stated)
→ 4, -0.7%, 2%, 1, 0, -1%, -1%, 1%, 6%, 5%, -4
COc1cccc2sc(N3CCN(C(=O)C4COc5ccccc5O4)CC3)nc12 (configuration not stated)
→ 10, 0.3%, -6%, -6, ., -1%, ., -28%, 0%, ., 2

Screening data: PubChem, National Center for Advancing Translational Sciences (NCATS)
